Tb PYK inh: blocks Trypanosoma brucei pyruvate kinase | AID 624173 | Q57TT1 | actives 0.12% (n = 410,000) | TbPYK enzyme, Kinase-Glo Plus ATP luminescence, 45 min | Potency, µM (doses to about 76.8 µM), for the others: at the highest dose activity, negative = inhibition, most hits filed as inhibitors; active = well fitted inhibition curve with a large enough effect; inconclusive = small, poorly fitted or top-dose-only effect; note: nearly all actives have a fitted effect of over 50% in size
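Activity of T. brucei pyruvate kinase was followed by Kinase-Glo Plus luminescence after the enzyme reacted 45 min at room temperature with 130 uM ADP (final) and substrate. Test compounds were added before ADP at multiple concentrations.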
An asterisk follows results filed as active; u = inconclusive; [ ] = another dose, or the depositor's remark. % is set by controls: 0 for no effect and ±100 for the full control effect; potency is the fitted concentration of half-maximal effect.

SMILES	Tb PYK inh
CCCCNC(=O)C1CCC(Cn2c(=O)c3sccc3n(Cc3ccccc3)c2=O)CC1 (stereo not given)	1%
Cc1ccc(CNC(=O)CSC2=Nc3ccccc3C3=NC(C)C(=O)N23)cc1 (stereo not given)	1%
Cc1nc2ccc(S(=O)(=O)NCC(=O)Nc3ccc(C)c(Cl)c3)cc2s1	6%
COc1ccccc1CNC(=O)C(=O)NCC(c1cccs1)S(=O)(=O)c1ccccc1 (stereo not given)	-7%
CCOc1ccc(-c2cc(OC(=O)c3ccccc3)c3c(C)oc(C)c3c(=O)c2)cc1	-2%
COc1cccc(CNC(=O)c2ccc(-c3nc(CS(=O)c4ccccc4)c(C)o3)cc2)c1 (stereo not given)	-8%
Cc1cccc(CNC(=O)C2CCN(c3nnc(-n4c(C)ccc4C)s3)CC2)c1	-7%
CCOc1cc(C(=O)N2CC(=O)Nc3ccc(F)cc3C2c2ccccc2)cc(OCC)c1OCC (stereo not given)	4%
Cc1ccccc1-c1noc(-c2cc(-c3ccc(F)cc3)n[nH]2)n1	2%
CCc1cccc(CC)c1NC(=O)c1cc(S(=O)(=O)N2CCc3ccccc32)cn1C	-4%
COc1ccc(NC(=O)c2[nH]nc3c2CSc2ccccc2-3)c(OC)c1	-6%
Cc1ccc(C)c(N2CCN(CCCNc3ncnc4onc(-c5ccc(Cl)cc5)c34)CC2)c1	3%
Cc1cccc(NC(=O)c2c(NC(=O)c3ccccc3)sc3c2CCC3)c1	7%
Cc1ccc(Nc2c(-c3ccccn3)nc3ccc(Br)cn23)cc1	-1%
Cc1ccccc1OCCSc1nc2ccc(NC(=O)c3ccccc3)cc2s1	0%
Cc1cc2ccccc2n1CCNC(=O)c1cc(C(F)(F)F)cc(C(F)(F)F)c1	-1%
COc1ccc2cc(CNc3ccccc3)c(=O)n(CC(=O)Nc3ccc(C)cc3C)c2c1	-6%
COc1cccc(CNC(=O)CCc2c(C)nn(-c3ccc(N4CCCC4)nn3)c2C)c1	-3%
CCOc1ccc(-c2nnc(SCC(=O)NCc3ccc(Cl)cc3)o2)cc1	-4%
CC12CCC3C(CCC4=C(O)C(=O)CCC43C)C1CCC2=O (stereo not given)	-4%
CCOC(=O)c1cc(OC(=O)c2cccc(Cl)c2)n(-c2ccccc2)n1	-9%
COc1ccc(Br)cc1CNC(=O)CSc1n[nH]c(-c2ccccc2)n1	-7%
COC(=O)c1ccccc1NC(=O)C1(c2cccs2)CCOCC1	3%
COc1ccc(NC(=O)CCCn2nc(C)c3sc4ccccc4c3c2=O)cc1	-6%
CCOCCCn1c(=N)c(C(=O)NC2CCCCC2)cc2c(=O)n3ccccc3nc21	1%
COc1cccc(CNC(=O)Cn2ncc3c4ccccc4n(C)c3c2=O)c1	-3%
COc1cccc(C(=O)NCc2ccc3c(c2)CCN3C(=O)c2ccncc2)c1	-6%
COc1ncc2nc(CCc3ccccc3)c(=O)n(CCC#N)c2n1	0%
CCn1c(CNC(=O)c2ccc(OC)cc2)nnc1SCC(=O)Nc1cccc(C)c1C	-2%
CC(=O)c1ccc(N2CCN(C(=O)CCCCn3c(=O)[nH]c4ccsc4c3=O)CC2)cc1	2%
ClC[C@H]1CO1 (tested in a mixture with another compound)	-9%
CCc1ccc2ncc(C(=O)c3ccc(C)c(C)c3)c(N3CCC(C(N)=O)CC3)c2c1	-7%
Cc1ccc(NC(=O)C2CCCN(S(=O)(=O)c3c(C)nn(C)c3C)C2)c(C)c1 (stereo not given)	-3%
CC1CCN(c2oc(-c3cccs3)nc2S(=O)(=O)c2ccccc2)CC1	8%
Cc1cccc(N2CCN(C(c3ccccc3)c3nnc(-c4ccccc4Cl)o3)CC2)c1C (stereo not given)	1%
O=C(NCc1ccccc1)c1ccc(NC(=O)N2CC3CCCN3c3ccccc32)cc1 (stereo not given)	-4%
CC(=O)N1CCC2(CC1)CN(C(=O)Nc1cccc(C#N)c1)C2	1%
CCOC(=O)C1CCN(C(=O)C2CCN(C3=NS(=O)(=O)C(c4ccc(C)cc4)=C3CC)CC2)CC1	6%
CC(C(=O)O)c1ccc(/C=C2\CCCCC2=O)cc1 (stereo not given)	1%
COc1ccc(OCc2ccc(-c3nc(C#N)c(N4CCN(c5cccc(Cl)c5)CC4)o3)o2)cc1	-1%

Three of the compounds above, in CSV form.
structure,Tb PYK inh
CC(=O)c1ccc(N2CCN(C(=O)CCCCn3c(=O)[nH]c4ccsc4c3=O)CC2)cc1,2%
CC(=O)N1CCC2(CC1)CN(C(=O)Nc1cccc(C#N)c1)C2,1%
CC1CCN(c2oc(-c3cccs3)nc2S(=O)(=O)c2ccccc2)CC1,8%

Next compounds follow:
SMILES	Tb PYK inh
O=C(Nc1ncnc2c1C(c1ccccc1)c1c(ccc3ccccc13)O2)c1ccccc1 (stereo not given)	0%
COC(=O)CC1Oc2ccccc2-n2cc(-c3ccc(Cl)cc3)nc21 (stereo not given)	-6%
COc1cccc(CNC(=O)c2sc3ncccc3c2-n2c(C)ccc2C)c1OC	1%
COc1ccc(-n2c(=O)c(-c3ccc(Cl)cc3)nc3cncnc32)cc1	0%
O=C(Nc1ccccc1)N1CCC2(CC1)CCN(C(=O)c1cccc(F)c1)CC2	0%
COc1cccc(C2CC(=O)Nc3c2c(=O)nc2c(C)cccn32)c1OC (stereo not given)	-2%
Cn1nnnc1Sc1ncnc2scc(-c3ccsc3)c12	-16%
CCCCN(CCCNC(=O)c1cc(Nc2ccc(OC)c(OC)c2)nc2ccccc12)c1ccccc1	2%
CCOc1ccc(CC(=O)NCc2ccc3c(c2)CCN3C(C)=O)cc1OCC	5%
Cc1ccc2nc3c(cc(C(=O)NCc4ccco4)c(=N)n3C(C)C)c(=O)n2c1	5%
CCCOC1(C(F)(F)F)NC(=O)N(c2ccc(Cl)cc2)C1=O (stereo not given)	0%
CC(C)(C)C(=O)Nc1cccc(-c2cn3cccnc3n2)c1	-11%
O=C(Nc1ccc(S(=O)(=O)N(Cc2ccccc2)c2ccccc2)cc1)c1ccc(F)cc1	-1%
COc1ccc(NC(=O)C(=O)NCC2(c3ccccc3)CCCC2)c(OC)c1	0%
Cc1ccccc1C(=O)N(Cc1sccc1C)C1CCS(=O)(=O)C1 (stereo not given)	-4%
Cc1nc2ccn(Cc3cccnc3)c(=O)c2cc1C(=O)Nc1ccc(F)cc1F	0%
COc1ccc(CCC(=O)NC2CC(=O)N(c3ccc(OC)cc3)C2)cc1 (stereo not given)	4%
CN(Cc1ccccc1)C(=O)c1cn(C)c2ccc(S(=O)(=O)N(C)C3CCCCC3)cc2c1=O	-3%
CC1=C(C(=O)Nc2cccnc2)C(c2ccccc2Cl)n2nc(-c3ccccc3)nc2N1 (stereo not given)	4%
CCCOc1cccc(C2c3c(oc4ccc(F)cc4c3=O)C(=O)N2CCCN2CCOCC2)c1 (stereo not given)	1%
CCOc1ccc(/C=C/c2nc(C#N)c(NCc3ccccc3)o2)cc1	-2%
CCCCCn1c(=O)[nH]c2cc(C(=O)NCc3ccc(C)cc3)ccc2c1=O	-2%
CSc1ccc(NC(=O)C2CCN(c3ncccn3)CC2)cc1	2%
COc1ccc(CNc2nc3ccccc3c3nc(-c4ccccc4)nn23)cc1	-1%
COc1cccc(NC(=O)c2cnc(SCC(=O)N3CCOCC3)n(C)c2=O)c1	0%
COc1ccc(OC)c(CNS(=O)(=O)c2ccc3c(c2)CCCN3C(C)=O)c1	0%
Cc1ccc(C)c(CSc2nc3ccncc3n2Cc2nc(-c3ccccc3Cl)oc2C)c1	-2%
CCn1cc(C(=O)NCCc2ccc(Cl)cc2)c(=O)c2cc(S(=O)(=O)N3CCc4ccccc4C3)ccc21	1%
Cc1ccc(-c2nnc(Nc3ccc(Br)cc3)c3ccccc23)cc1S(=O)(=O)NCc1nc2ccccc2[nH]1	-5%
CC(C)(C)OC(=O)N1CCC(c2c(C(=O)N3CCN(Cc4ccccc4)CC3)cnn2-c2ccc(Cl)cc2)CC1	2%
O=c1cc(-c2ccc(F)cc2)nc(SCc2nc(-c3ccccc3Cl)no2)[nH]1	6%[15.4 µM]
CCc1nc2cccnc2n1-c1ccc(CC(=O)Nc2ccccc2Cl)cc1	-4%[15.4 µM]
COc1ccc2c(c1)[C@]13CCCCC1C(C2)N(C)CC3 (stereo not given in full)	-2%
CCCNC(=O)CCCN1C(=O)CCn2nc(-c3cccn3C)cc21	-2%
CCN1CCN(C(c2ccc(OC)cc2)c2c(O)cc(C)n(Cc3ccco3)c2=O)CC1 (stereo not given)	-17%
CCCc1ccc(-c2ccc(C(=O)Oc3ccc(Br)cc3)cc2)nc1	-3%
CC(C)CC(=O)OCc1cc(=O)n2nc(C3CCCCC3)sc2n1	0%
Fc1ccccc1N1CCN(c2nnc(C(F)(F)F)c3nnn(Cc4ccccc4)c23)CC1	1%
Cc1cccc(N2CCN(C(=O)C3CCC(CNS(=O)(=O)c4ccc(Br)s4)CC3)CC2)c1C (stereo not given)	0%
CC(=O)N1CCC(N(Cc2ccco2)C(=O)Nc2ccc(Br)cc2F)CC1	-2%

In the list so far, these contain two or more sulfur atoms.
SMILES	Tb PYK inh
Cc1nc2ccc(S(=O)(=O)NCC(=O)Nc3ccc(C)c(Cl)c3)cc2s1	6%
COc1ccccc1CNC(=O)C(=O)NCC(c1cccs1)S(=O)(=O)c1ccccc1 (stereo not given)	-7%
Cc1ccccc1OCCSc1nc2ccc(NC(=O)c3ccccc3)cc2s1	0%
CC1CCN(c2oc(-c3cccs3)nc2S(=O)(=O)c2ccccc2)CC1	8%
Cn1nnnc1Sc1ncnc2scc(-c3ccsc3)c12	-16%
Cc1ccccc1C(=O)N(Cc1sccc1C)C1CCS(=O)(=O)C1 (stereo not given)	-4%
Cc1cccc(N2CCN(C(=O)C3CCC(CNS(=O)(=O)c4ccc(Br)s4)CC3)CC2)c1C (stereo not given)	0%

The listing picks up; the two compounds before the break are reprinted first.
SMILES	Tb PYK inh
Cc1cccc(N2CCN(C(=O)C3CCC(CNS(=O)(=O)c4ccc(Br)s4)CC3)CC2)c1C (stereo not given)	0%
CC(=O)N1CCC(N(Cc2ccco2)C(=O)Nc2ccc(Br)cc2F)CC1	-2%
Cc1ccccc1NC(=O)c1c(C)oc2ccc(O)c(CN3CCN(C)CC3)c12	-5%
O=C(CSc1c2c(nc3ccccc13)CCC2)Nc1ccc(F)cc1F	1%
COc1ccc(OC)c(S(=O)(=O)NCc2ccc3c(c2)CCN3C(=O)c2cccc(C)c2)c1	4%
COc1ccc(-c2cc(OC(=O)c3cccc(Cl)c3)c3c(C)oc(C)c3c(=O)c2)cc1	0%
Brc1ccc(-c2cc3c(N4CCN(c5ccccc5)CC4)nccn3n2)cc1	-8%
COc1ccc2c(c1)c1c(c(=O)n(Cc3ccccc3)c(=O)n1CC(=O)Nc1ccccc1OC)n2C	-3%
CCOc1ccc(/C=C/c2nc3ccccc3n2S(=O)(=O)c2cccc(Cl)c2)cc1	u
CC1=C(c2ccc(C)c(C)c2)S(=O)(=O)NC1=NCc1ccccc1Cl	-8%
O=C(Cc1csc2ccccc12)NCc1ccccc1F	0%
COCC(=O)N1CCC2(CCCN(c3cccc(-c4ccccc4)c3)C2)CC1	-7%
Cc1cccc(Cn2cc3c(=O)n(CC(=O)Nc4ccc(C)c(F)c4)nc-3c3cc(F)ccc32)c1	-1%
Cc1nn(C(=O)c2ccc(Br)cc2)c(C)c1Sc1ccccc1	4%
CCc1ccccc1N1CC(c2nc3ccccc3n2CCOc2ccc(Cl)c(C)c2)CC1=O (stereo not given)	3%
Oc1c(C(c2ccc(Cl)cc2Cl)N2CCN(Cc3ccccc3)CC2)sc2nc(-c3ccco3)nn12 (stereo not given)	-21%
COc1cc2c(=O)n(CCc3ccccc3)c(=O)n(CC(=O)Nc3ccccc3)c2cc1OC	-3%
COc1cccc(CNC(=O)CCc2nnc3n(CC(C)C)c(=O)c4ccccc4n23)c1	-4%
CCOC(=O)C1CCCN(S(=O)(=O)c2ccc(N3CCCCS3(=O)=O)cc2)C1 (stereo not given)	-5%
COc1ccccc1CNC(=O)CC(c1ccc(OC)c(OC)c1)N1Cc2ccccc2C1=O (stereo not given)	-3%
Cc1ccc(-n2nc(C)c3c(C)cc(=O)n(CC(=O)Nc4cccc(C)c4C)c32)cc1	3%
Cc1ccc(N2C(=O)[C@@H]3CSC(c4ccc(C(F)(F)F)cc4)N3C2=O)cc1 (stereo not given in full)	7%
CN(C)c1ccc(C(CNC(=O)c2ccccc2C(F)(F)F)N2CCOCC2)cc1 (stereo not given)	-4%
CCC(=O)N1CCc2cc(Br)cc(S(=O)(=O)NCc3ccc(Cl)cc3)c21	-2%
CCCCc1nn2c(=O)cc(COC(=O)c3ccc(NC(=O)CCc4ccccc4)cc3)nc2s1	1%
CCOc1ccc(-c2cn3c(n2)sc2cc(C(=O)N4CCCC(C)C4)ccc23)cc1 (stereo not given)	-9%
COCCNC(=O)Cn1ncc2c(C)n(Cc3ccc(C)cc3)c(C)c2c1=O	1%
Cc1csc2nc(COC(=O)c3cccc(NC(=O)c4cccc(Cl)c4)c3)cc(=O)n12	1%
COc1ccccc1CNC(=O)CCC1N=C2c3ccccc3N=C(SCC(=O)NCCc3ccc(OC)c(OC)c3)N2C1=O (stereo not given)	-6%
CCCN1CCN(CCNC(=O)Nc2cc(OC)cc(OC)c2)CC1	2%
CCOc1ccccc1OCCCn1c(-c2ccc(Cl)cc2)nc2ccccc2c1=O	-23%
Cc1ccc(Nc2c(-c3c[nH]c4ccccc34)nc3ccccn23)cc1	-4%
Cc1c(C(=O)NCCN(C)C)sc2nc3n(c(=O)c12)CCC3	3%
CCc1ccccc1NC(=O)C1CCCN(S(=O)(=O)c2cccc3nsnc23)C1 (stereo not given)	1%

The list is partial, so the mix of outcomes need not match the whole.
